Screening data deposited in PubChem by The Scripps Research Institute Molecular Screening Center.
GPR151 activ: activators of human GPR151, primary screen, cell-based, PathHunter beta-arrestin, luminescence; G-protein coupled receptor 151 (Homo sapiens), Q8TDV0; 650,000 tested, 1% active; PathHunter beta-arrestin GPR151 cells; activation, % at 11.2 µM; in the data active = activation above about 4.9%;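 note: 0% = median of compound wells and 100% = cells with positive control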
Target sequence (Q8TDV0 whole entry, looked up): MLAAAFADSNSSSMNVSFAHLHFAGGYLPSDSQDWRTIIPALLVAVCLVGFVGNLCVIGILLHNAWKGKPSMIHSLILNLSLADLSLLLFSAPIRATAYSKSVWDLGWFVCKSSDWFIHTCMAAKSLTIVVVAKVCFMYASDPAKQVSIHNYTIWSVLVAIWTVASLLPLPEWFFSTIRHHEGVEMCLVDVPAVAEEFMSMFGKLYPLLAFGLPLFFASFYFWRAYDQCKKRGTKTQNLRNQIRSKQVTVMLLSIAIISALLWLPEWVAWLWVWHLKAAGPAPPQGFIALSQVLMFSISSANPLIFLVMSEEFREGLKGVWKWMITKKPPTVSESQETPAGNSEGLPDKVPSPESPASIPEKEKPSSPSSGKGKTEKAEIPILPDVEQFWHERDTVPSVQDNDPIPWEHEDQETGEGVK
FBW7 activator: FBW7 E3 ligase activators, primary screen, biochemical, AlphaScreen, human | 650,000 tested, 0.13% active | AID 1259310, 2017 | normalized activity (activation), % at 26.1 µM | F-box/WD repeat-containing protein 7 (Homo sapiens), Q969H0 | AlphaScreen FBW7–phospho-cyclin E peptide binding, activator screen; in the data active = normalized activity above about 1.9%;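 note: purified mutant Fbw7 with reduced substrate affinity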
TEAD-YAP block: TEAD-YAP interaction inhibition, primary screen, TEAD-YAP interaction inhibitor project, luminescence, HEK-TIYL cells. inhibition, % at 9.12 µM. 640,000 tested, 1.4% active. TEAD-Gal4/YAP UAS-luciferase luminescence. AID 1259422, 2018; in the data active = inhibition above about 32%;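 note: 0% = median of test compound wells and 100% = reference inhibitor wells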
MITF primary: MITF inhibitors, primary screen, biochemical, AlphaScreen, human | Microphthalmia-associated transcription factor (Homo sapiens), O75030 | AlphaScreen MITF homodimerization, bead proximity signal | inhibition, % at 2.6 µM | 650,000 tested, 0.91% active | AID 1259374, 2018; in the data active = inhibition above about 50%;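 note: 0% = vehicle wells with protein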
Target sequence (O75030 whole entry, looked up): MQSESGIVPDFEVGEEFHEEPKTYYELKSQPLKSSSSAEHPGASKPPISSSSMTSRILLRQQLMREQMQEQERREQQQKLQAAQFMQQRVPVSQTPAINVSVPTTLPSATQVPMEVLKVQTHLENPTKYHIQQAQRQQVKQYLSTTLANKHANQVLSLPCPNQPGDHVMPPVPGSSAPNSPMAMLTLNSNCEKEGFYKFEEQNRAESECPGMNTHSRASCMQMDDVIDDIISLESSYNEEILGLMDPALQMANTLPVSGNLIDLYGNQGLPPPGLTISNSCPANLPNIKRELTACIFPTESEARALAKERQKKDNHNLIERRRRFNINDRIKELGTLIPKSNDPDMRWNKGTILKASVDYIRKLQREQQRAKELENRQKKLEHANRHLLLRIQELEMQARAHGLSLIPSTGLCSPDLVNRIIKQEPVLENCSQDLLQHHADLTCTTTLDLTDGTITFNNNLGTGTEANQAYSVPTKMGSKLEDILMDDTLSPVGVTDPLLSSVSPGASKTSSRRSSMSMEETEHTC
The depositor's hits bear a star.

SMILES	GPR151 activ	FBW7 activator	TEAD-YAP block	MITF primary
CN1C(=O)NC(c2ccccc2)(C(F)(F)F)N(C)C1=O (stereo not given)	-0.1	0.5	8.0	14.0
O=C(NCCc1ccccc1)c1ccc(Cn2c(=O)[nH]c3ccccc3c2=O)cc1	-0.3	0.6	6.0	9.6
CCOC(=O)c1cnc2ccc(C(=O)OC)cc2c1Nc1ccc(C)c(C)c1	2.2	0.0	-13.5	0.0
CSc1nc2ccc(S(=O)(=O)Nc3ccccc3C)cc2s1	0.9	-0.2	-11.1	-9.8
O=C(O)CCCC(=O)Nc1cc(C(=O)O)ccc1Cl	-0.1	-0.4	2.7	10.2
COC(=O)c1ccccc1NC(=O)CCCOc1cc(=O)n(C)c2ccccc12	0.4	-0.2	6.3	11.2
CCCNC(=O)CSc1nc2ccccc2s1	1.5	0.1	-5.8	9.3
CN(Cc1ccccc1)C(=O)CCN1C(=O)c2cccc([N+](=O)[O-])c2C1=O	-1.9	1.1	4.6	5.2
NC(=O)c1cccc(-c2ccc(N3CCOCC3)nc2)c1	-4.4	-0.1	-39.3	3.6
CCOC(=O)c1[nH]c(C)c(CNc2cccc(F)c2)c1C	1.0	0.1	2.6	-12.2
CC(NC(=O)c1cn(C(C)C)cc(C(=O)NCc2cccc(F)c2)c1=O)c1ccco1 (stereo not given)	-1.8	0.7	-2.4	12.2
COc1cccc(S(=O)(=O)N2CCN(c3nc(N4CCOCC4)nc(-n4ccnc4)n3)CC2)c1	-2.5	0.4	8.6	12.7
O=S(=O)(c1ccc(S(=O)(=O)N2CCC3(CC2)OCCO3)cc1)N1CCCCCC1	-0.1	0.0	1.6	13.3
O=C(O)c1cc(N2C(=O)/C(=C/c3ccc(-c4ccc(Cl)c(Cl)c4)o3)C=C2c2ccccc2)ccc1Cl	-1.0	0.1	8.8	-0.3
COc1ccc(Cl)cc1NC(=O)c1cc2ccccc2oc1=O	-0.5	-0.2	11.1	-3.9

One compound at a time, as listed above.
CN1C(=O)NC(c2ccccc2)(C(F)(F)F)N(C)C1=O (stereo not given) in the list: GPR151 activ = -0.1; FBW7 activator = 0.5; TEAD-YAP block = 8.0; MITF primary = 14.0
CN(Cc1ccccc1)C(=O)CCN1C(=O)c2cccc([N+](=O)[O-])c2C1=O in the list: GPR151 activ = -1.9; FBW7 activator = 1.1; TEAD-YAP block = 4.6; MITF primary = 5.2
CCOC(=O)c1cnc2ccc(C(=O)OC)cc2c1Nc1ccc(C)c(C)c1 in the list: GPR151 activ = 2.2; FBW7 activator = 0.0; TEAD-YAP block = -13.5; MITF primary = 0.0

New compounds follow
SMILES	GPR151 activ	FBW7 activator	TEAD-YAP block	MITF primary
CCOc1cc(/C=N/n2cnnc2)ccc1OCc1ccccc1C#N	-0.9	0.2	3.4	7.4
CN(C)c1ccc(/C=N\NC(=O)c2cc(N)ccc2O)cc1	0.2	-0.5	8.5	64.2*
COC(=O)c1ccc(N2C(=O)/C(=C/c3ccc(-c4ccc(Cl)c(Cl)c4)o3)C=C2c2ccccc2)cc1	2.0	0.0	-8.5	5.8
COc1cccc(C(=O)Nc2nnc(CCS(=O)(=O)c3ccc(C)cc3)s2)c1	-0.4	-0.1	-0.4	-2.5
CC(C)n1nccc1-c1nnc(NC(=O)Cc2ccc(F)cc2)o1	3.5	-0.8	15.5	-0.6
COc1cc(NC(=O)c2cccc(-n3cc(Nc4ccc5ccccc5n4)cn3)c2)cc(OC)c1OC	-0.5	0.2	-6.3	-4.4
COc1cc(/C=C2\NC(=O)NC2=O)c([N+](=O)[O-])cc1OC	2.4	0.0	2.8	-1.2
Cc1nn(Cc2ccc(C(=O)O)o2)c(C)c1Cl	0.5	0.0	2.0	21.9
Cc1cc(NC(=O)NC(C(F)(F)F)C(F)(F)F)no1	-0.7	0.0	1.3	-3.2
CCc1ccc(C2C(C(=O)OCc3ccccc3)=C(C)NC3=C2C(=O)CC(c2ccccc2)C3)cc1 (stereo not given)	-0.5	0.1	-0.9	0.4
COc1ccc(C2OC(=O)C3(CCCCC3)C(=O)C2(C)C)cc1OC (stereo not given)	0.4	-0.2	7.4	10.8
CC1CCN(c2ccc([N+](=O)[O-])cc2C=O)CC1	0.6	-0.4	8.4	-4.0
COc1cccc(NC(=O)CSc2nnc(-c3ccccc3)c(-c3ccccc3)n2)c1	-1.7	-0.1	12.1	-1.0
Cc1cc(C)n(-c2ccc(C(=O)NNC(=O)CC34CC5CC(CC(C5)C3)C4)cc2)n1	0.5	-0.1	6.9	2.2
Fc1ccc(-c2nn3c(-c4ccc(Br)cc4)nnc3s2)cc1	0.8	0.1	3.2	-1.7

Taken from above:
TEAD-YAP block, CN(C)c1ccc(/C=N\NC(=O)c2cc(N)ccc2O)cc1 → 8.5
TEAD-YAP block, COc1cc(NC(=O)c2cccc(-n3cc(Nc4ccc5ccccc5n4)cn3)c2)cc(OC)c1OC → -6.3
MITF primary, O=C(NCCc1ccccc1)c1ccc(Cn2c(=O)[nH]c3ccccc3c2=O)cc1 → 9.6
FBW7 activator, O=S(=O)(c1ccc(S(=O)(=O)N2CCC3(CC2)OCCO3)cc1)N1CCCCCC1 → 0.0

Later entries
SMILES	GPR151 activ	FBW7 activator	TEAD-YAP block	MITF primary
CC(C)CNC(=O)c1ccc(NC(=O)CCC(=O)O)cc1	1.3	0.0	3.4	0.3
CCn1c(SCC(=O)Nc2ccc(OC)cc2)nnc1-c1c[nH]c2ccccc12	0.0	0.1	10.4	0.6
COC(=O)Cc1ccc(NC(=S)NCc2ccc(F)cc2)cc1	1.3	-0.5	7.9	-4.4
CCN(CC)C(=O)C1CCCN(c2nc3ccc(C(=O)Nc4ccc(N5CCOCC5)cc4)cc3s2)C1 (stereo not given)	-1.5	-0.2	-31.4	20.0
CCCN1CC=C2C(C#N)=C(N)C(C#N)(C#N)C(c3c(Cl)cccc3Cl)C2C1 (stereo not given)	-1.7	-0.2	-5.2	-10.2
OCC1CCCN1c1cc(NCCc2ccc(O)cc2)ncn1 (stereo not given)	-0.8	-0.1	47.9*	10.2
CCn1c(C(=O)O)c(CC(=O)Nc2ccc(C(F)(F)F)cc2)c2ccccc21	-0.3	0.3	6.5	1.2
CCOCCCNC(=O)c1ccc2c(c1)N(CC)CCS2	1.1	0.0	2.5	10.0
O=C(CNC(=O)c1ccc(Cl)cc1)OCC(=O)c1ccccc1	-0.9	0.1	7.2	-1.9
O=CNC(n1ccc(=O)[nH]c1=O)C(Cl)(Cl)Cl (stereo not given)	3.2	0.0	4.4	8.4
CCCn1c(=O)c2ccccc2n2c(SCC(=O)Nc3sccc3C(N)=O)nnc12	-2.8	0.7	-3.1	8.0
COCCNC(=O)c1cn(C[C@H]2CCCN(C(=O)c3cnn4ccncc34)C2)nn1	1.1	0.2	-1.3	25.4
COc1ccc(-c2nnc3sc(NC(=O)c4ccccc4)nn23)cc1	-1.4	0.1	4.3	1.3
COc1cccc(CC(=O)Nc2cnc3cnc(-c4cncnc4)cn23)c1	-0.3	-0.2	-1.5	-4.5
CC1(C)OCC(COC(=O)Nc2cccnc2)([N+](=O)[O-])CO1	-0.8	0.6	5.7	22.4
CC(C)C(=O)Nc1ccc(Oc2ccc3c(c2)C(=O)NC3=O)cc1	2.6	0.0	7.9	3.2
O=S1(=O)CCN(Cc2ccc(N3CCOCC3)cc2)CC1	-0.1	0.2	-11.0	13.7
Nc1ccc(Cl)c(-c2nc3ncccc3o2)c1	-1.4	0.2	-41.8	7.1
CCN(C(=O)Oc1cccc([N+](=O)[O-])c1)c1ccccc1	-1.1	-0.1	-8.9	-3.2
CN1C/C(=C\c2ccncc2)C(=O)/C(=C/c2ccncc2)C1	-0.5	-0.1	95.2*	8.0
COc1ccc2ccccc2c1C1N(Cc2ccccc2)CCN1Cc1ccccc1	-0.9	0.1	-8.6	-2.5
CS(=O)(=O)N1CCC(C(=O)Nc2ccccc2NC(=O)c2cccc(Cl)c2)CC1	1.8	0.3	-1.8	-0.4
O=C(CCN1C(=O)COc2ccccc21)NCCN1CCN(c2cccc(Cl)c2)CC1	-0.2	0.0	1.3	1.7
COc1ccc(/C=C2/C(=O)N(c3ccccc3)N=C2CSc2ccc(Cl)cc2)c(OC)c1	0.3	0.1	10.6	-0.2
COc1ccc(C2C(C(=O)OC3CCCC3)=C(C)NC3=C2C(=O)CC(C)(C)C3)c(OC)c1OC (stereo not given)	-0.6	0.0	2.1	-4.2
O=C(N/N=C/c1ccccc1[N+](=O)[O-])c1cc(-c2cccnc2)nn1-c1ccccn1	0.3	-0.2	9.6	2.6
O=C(O)CN1C(=O)/C(=C2\SC(=Nc3ccc(F)cc3)NC2=O)c2ccccc21	0.3	0.0	15.2	12.4
O=C(CSc1nnc(-c2ccccc2F)o1)N1CCCc2ccccc21	-1.4	0.7	13.0	10.3
Nc1cc(N)cc(C(=O)Nc2ccc3c(c2)C(=O)NC3=O)c1	1.1	0.0	-0.1	12.3
O=C(NCc1ccc(F)cc1)c1cc(=O)[nH]c2ccc(S(=O)(=O)N3CCCCC3)cc12	1.6	-0.1	4.9	-4.0
O=C1NC(=O)N(c2cccc([N+](=O)[O-])c2)C(=O)/C1=C/c1cccc2ccccc12	1.4	0.9	0.8	-24.7
O=c1c2cc(N3CCOCC3)ccc2[nH]c(=S)n1Cc1ccco1	1.2	-0.1	-10.2	9.1
O=C(NCc1ccc(Cl)c(Cl)c1)C1CC1	-0.3	0.3	7.5	4.5
Cc1noc(C)c1CCC(=O)N1CCCCC1c1nc2ccccc2[nH]1 (stereo not given)	-0.3	-0.1	6.8	-10.1
O=C(NCc1cccnc1)c1ccc2c(c1)[nH]c(=S)n1c3ccccc3nc21	-0.1	0.0	7.9	9.8
CC(=O)Nc1ccccc1N1C(=O)c2ccc(-c3nc4ccccc4c(=O)o3)cc2C1=O	-0.1	-0.1	-8.3	5.4
CCOC(=O)c1cnn2c(C(F)(F)F)cc(-c3cn(CC)nc3C)nc12	-1.2	0.0	-0.9	-25.8
CCc1cccc(C)c1NS(=O)(=O)c1cc(C(=O)OC)n(C)c1	-0.8	0.0	0.5	3.1
COC(=O)c1ccc(NC(=O)CC2C(=O)N(c3ccc(F)cc3)C(=S)N2CCN2CCOCC2)cc1 (stereo not given)	-0.7	-0.1	4.2	9.3
CN1C(=O)c2cccc(NC(=O)c3ccc([N+](=O)[O-])o3)c2C1=O	0.6	0.0	10.0	-10.0
Cc1cc(C)nc(SCc2c(C(=O)N3CCc4ccccc43)nnn2-c2ccccc2)n1	-0.4	0.0	-19.7	-8.3
CC1=NN(c2ccc(C(=O)O)cc2)C(=O)/C1=C/c1ccc(-c2ccccc2F)o1	1.3	0.0	-1.9	1.3
CC(=O)c1ccc(NC(=O)Cn2cc3c(n2)CCCC3)cc1	0.9	-0.1	-0.9	-1.4
Cc1ccc(C(=O)/C=C/c2ccc(Br)cc2)o1	-0.2	0.0	0.6	7.5
O=C(NNC(=O)c1ccc([N+](=O)[O-])cc1Cl)c1cccc([N+](=O)[O-])c1	-6.1	0.1	-11.5	4.2

Two records drawn at random from the list so far:
SMILES	GPR151 activ	FBW7 activator	TEAD-YAP block	MITF primary
O=S1(=O)CCN(Cc2ccc(N3CCOCC3)cc2)CC1	-0.1	0.2	-11.0	13.7
O=CNC(n1ccc(=O)[nH]c1=O)C(Cl)(Cl)Cl (stereo not given)	3.2	0.0	4.4	8.4

Remaining list, next part:
SMILES	GPR151 activ	FBW7 activator	TEAD-YAP block	MITF primary
CC(OC(=O)CCN1C(=O)C2CC=CCC2C1=O)C(=O)NC(=O)NC1CCCCC1 (stereo not given)	-0.6	0.1	-2.6	1.6
COc1ccccc1Nc1nc(NCc2ccco2)c2ccccc2n1	-1.4	-0.2	3.9	-6.6
O=C(N/N=C\c1ccc([N+](=O)[O-])o1)c1c[nH]c2ccccc12	0.5	0.0	26.4	0.9
COc1cc(CNc2ccc(F)c(Cl)c2)cc([N+](=O)[O-])c1O	-0.1	0.3	-0.3	3.8
Cc1cc(O)c(NC(=O)c2ccc(-c3ccc(Cl)cc3)o2)cc1C	0.8	-0.2	-3.4	-3.7
C[C@@H]1NC(=O)[C@H]2CN(C(=O)c3ccc(OC(F)(F)F)cc3)CCN2C1=O	1.0	-0.1	-0.1	16.2
O=C(NCCc1ccco1)c1cc(Cc2ccccc2)no1	-0.3	-0.4	-22.9	-24.1
O=C(CN1C(=O)NC2(CCCc3ccccc32)C1=O)c1ccc(Br)s1 (stereo not given)	0.2	0.0	4.1	4.2
COCC(=O)Nc1ccccc1C(C)C	4.7	0.2	2.0	9.4
Cc1cccc(-c2nc3cc(NC(=O)c4ccc(Cl)c(Cl)c4)ccc3o2)c1	1.6	0.0	-4.5	-6.6
CCOC(=O)COc1ccc(C2NC(=O)NC(C)=C2C(=O)OC)cc1 (stereo not given)	2.0	0.2	2.1	3.6
CCc1c(C)c(C#N)c2nc3ccccc3n2c1NCCCN1CCOCC1	0.1	0.2	7.2	0.4
CCOC(=O)c1c(NC(=O)CCc2ccccc2)sc2c1CCC(C)C2 (stereo not given)	0.1	-0.2	9.0	1.7
COCCOC(=O)c1c(C)oc2ccc(OCc3c(F)cccc3Cl)cc12	0.4	0.4	-4.1	10.9
Cc1ccc(CSCCNC(=O)c2ccccc2)cc1	0.6	0.1	1.7	-11.2
O=C(CN1CCN(S(=O)(=O)c2ccc(Cl)cc2)CC1)c1ccc(O)c(O)c1	-0.7	0.0	-3.4	82.3*
CC(C)(C)C(=O)CN1CCN(CC(=O)Nc2ccc(Cl)cc2)CC1	0.1	0.0	0.0	10.1
